Insulin prom up: MIN6 insulin promoter up-regulation; MIN6 insulin promoter-GFP reporter, high-content imaging; active compounds read high; z-score at 5 µM; 190,000 compounds, 0.3% hits; AID 1625;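 active = z-score above 3 at 5 µM with at least 500 cells counted in the well; inconclusive = wells under 500 cells, flagged as cytotoxic or low count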
CSM14.1 death rescue: protection against thapsigargin-triggered cell killing – 384-well, CSM14.1, ATP luminescence, primary screen (AID 1222). 190,000 tested, under 10 active. cellular ATP content (survival), % at 20 µM; hits with a dose series show EC50 in µM. CSM14.1 thapsigargin-induced death rescue, ATP luminescence; higher % means a stronger effect;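 active = EC50 below 50 µM in the dose-response confirmation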;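 also: death triggered by thapsigargin at about 15 µM added after 2 h compound pretreatment; cell ATP read after overnight thapsigargin exposure of roughly 18 to 22 hours; normalized against plate controls of thapsigargin alone and 5% DMSO vehicle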
Dynein transport: dynein cargo transport inhibition; 3617.4 mouse cells, GR-EGFP nuclear translocation imaging; test concentration mostly 20 µM; stimulated with dexamethasone, 1 µM; active compounds read low; z-score, hits read low; 220,000 compounds, 0.47% hits; AID 1381;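 active = plate z-score of nuclear minus cytoplasmic receptor signal below a set negative limit, without overly bright fluorescence or cell loss, cut at about -3.5 in these data, passing the limit was not always enough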;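 also: z-score of nuclear minus cytoplasmic ring GR-EGFP intensity difference per well; some compounds called inactive have numbers as strong as hits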
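Also added: dexamethasone, 1.0 µM final. Medium: tet-free, stripped-serum medium. Detection: fixed, Hoechst-stained cells imaged at 10x for EGFP. Read-out: nuclear-to-cytoplasmic GR-EGFP distribution per well. Times: induction 48 h, compound 1 h, agonist 30 min.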
Autophagy HCS: autophagy modulation, high-content screen | 190,000 compounds, 0.98% hits | MEF GFP-LC3 puncta imaging; test concentration mostly 10 µM | calls only at 10 µM (by protocol) | AID 463193;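 active = percentage of spot-positive cells more than 3 SD above its plate mean, without a fluorescence outlier flag or 80% toxicity; inconclusive = no clear call, values can overlap the other calls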;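 also: spot-positive cell cutoff set from DMSO-treated cells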
Yfh1-off respiration: enhancers of respiration in Yfh1-depleted yeast, dose response, Friedreich's ataxia, plus single-dose screen (AID 1465); S. cerevisiae Yfh1-off respiration, WST-1 reduction, 72 h; higher fold induction means a stronger effect; one-dose fold induction at 50 µM; EC50 in µM for titrated hits; 220,000 compounds, 0.074% hits;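 active = fold induction of absorbance versus untreated yeast above a set limit, then at least 30% activation at any dose in follow-up; inconclusive = repeats straddling the limit, or above it without dose testing; inactive = fold induction below the set limit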;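 also: activators that raise dye reduction in frataxin-depleted yeast; strong numbers were not always called active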
P. falciparum M1AAP: P. falciparum M1AAP inhibitors, biochemical, fluorogenic H-Leu-NHMec substrate, 1536-well (AID 1445) | recombinant M1AAP, H-Leu-NHMec fluorogenic kinetic assay; higher % means a stronger effect | one-dose inhibition, % at 30 µM; IC50 in µM for titrated hits | 220,000 compounds, 0.42% hits;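 active = primary inhibition above the hit cutoff, then over 50% inhibition at one or more dose response concentrations, cut at about 23% in these data, passing the limit was not always enough; inconclusive = conflicting primary data, or primary hits not chosen for dose response; inactive = low primary inhibition, or under 50% at every dose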;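 also: plate controls were DMSO full reaction for no effect and no enzyme background for full effect; strong numbers were not always called active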
MT stabilizer: microtubule stabilizers in HeLa cells. HeLa tubulin immunostaining HCS, 24 h; share of cells brighter than vehicle mean+2SD. % tubulin-high responders, % at 10 µM. 200,000 compounds, 0.83% hits;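 active = plate Z-score above 3 for both tubulin-high and condensed-nucleus cell shares, with cell loss under 80%, at 10 µM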;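 also: anti alpha tubulin signal scored within the nucleus-defined area of each cell; some results filed as inactive read as strong as hits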
Lipid droplet: hepatic lipid droplet formation modulation; 240,000 compounds, 0.4% hits; AML12 mouse hepatocytes, oleate lipid droplets, BODIPY imaging; AID 1656; inhibition, % at 6.5 µM;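 active = lipid droplet intensity inhibited by at least 50%, with more than 500 cells counted; inconclusive = wells with under 300 cells, treated as cytotoxic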
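Material – AML12 mouse liver cells · Also added – oleate loading, 100 µM · Compound dosing – 6.5 µM single-point dosing · Times – overnight treatment with compound plus oleate · Measured by – fluorescence imaging, 20x objective, two fields per well · Read-out – percent inhibition of filter-corrected integrated lipid droplet intensity per well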
M17LAP inhibition: P. falciparum M17LAP inhibitors, primary screen, biochemical, fluorogenic H-Leu-NHMec substrate, 1536-well (AID 1619). recombinant M17LAP, H-Leu-NHMec fluorogenic kinetic assay; higher % means a stronger effect. 220,000 compounds, 0.38% hits. one-dose inhibition, % at 30 µM; IC50 in µM for titrated hits;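 active = compound inhibiting the enzyme by more than half at any dose during confirmatory dose-response retesting; inconclusive = strong single-dose inhibitors picked by rank but not retested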;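 also: plate controls were full reaction with DMSO carrier for no effect and no enzyme background for full effect; strong numbers were not always called active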
Dynein transport cytoplasmic EGFP: recorded beside Dynein transport, whose call it bears; z-score; measured here: cytoplasmic GR-EGFP intensity; active compounds read high
Dynein transport nuclear GR-EGFP: also measured in Dynein transport; calls as there; z-score; measured here: nuclear GR-EGFP intensity;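 lower value marks the stronger effect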
Dynein transport cell count: second read-out of Dynein transport, no call of its own (marks repeat the call); z-score; measured here: cell count per field
Insulin prom up cell count: recorded beside Insulin prom up, whose call it bears; cell count; measured here: cytotoxicity, nuclei count;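 total cells summed across four imaged fields per well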
Lipid droplet cells 6.5 µM: recorded beside Lipid droplet, whose call it bears; cell count; measured here: cell count, cytotoxicity flag;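 cells counted across two imaged fields per well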
MT stabilizer Hoechst-high %: further read-out of MT stabilizer, marked with its call; % Hoechst-high responders; measured here: nuclear condensation Hoechst responders;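 share of cells brighter than vehicle mean plus two SD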
MT stabilizer cytotoxicity %: also measured in MT stabilizer; calls as there; toxicity, %; measured here: cytotoxicity by cell density;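 0% = mean cell density of plate MIN control wells and 100% = no cells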
Autophagy HCS cell loss 18 h: also measured in Autophagy HCS; calls as there; toxicity, %; measured here: cell loss, nuclei count;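 cell loss after 18 h compound exposure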
Numbers without * were called inactive; i = inactive; ? = inconclusive; . = not tested or not shown; + = active, no number.

compound	Insulin prom up	Insulin prom up cell count	CSM14.1 death rescue	Dynein transport	Dynein transport cytoplasmic EGFP	Dynein transport nuclear GR-EGFP	Dynein transport cell count	Autophagy HCS	Autophagy HCS cell loss 18 h	Yfh1-off respiration	P. falciparum M1AAP	MT stabilizer	MT stabilizer Hoechst-high %	MT stabilizer cytotoxicity %	Lipid droplet	Lipid droplet cells 6.5 µM	M17LAP inhibition
CCc1ccccc1NS(=O)(=O)c1cc(C)ccc1OC	-1.9	1310	-1.9%	1.6	-0.18	-0.2	0.032	i	6	i	9%	3.2	2.3	6.2	-17	761	-1%
CN(C)c1ccc(C2Nc3ccccc3C(=O)N2NS(=O)(=O)c2ccccc2)cc1 (centres undefined)	-0.14	1191	-0.9%	-0.69	-0.26	-0.064	1.2	i	10	i	4%	2.1	2.3	8.1	1	701	3%
O=C1C(=O)c2ccc(-c3ccccc3)cc2-c2ccccc21	?	.	-4.8%	-0.87	-0.093	-0.6	0.63	+	49*	i	6%	29	42	96	-20	622	-11%
O=C(O)c1ccc(COc2c(F)c(F)cc(F)c2F)o1	-0.2	1232	2.0%	0.25	-0.26	0.31	-0.71	i	-2	i	1%	1.6	1.6	22	3	735	15%
COc1ccc(CC(=O)NC(C)c2nnc(SCc3nc4ccccc4c(=O)[nH]3)n2C)cc1 (centres undefined)	-0.06	1120	-5.0%	-0.46	-0.17	0.14	-1.4	i	5	i	6%	3.7	3.2	6.8	3	797	3%
O=C(COC(=O)c1cccs1)NCCC1=CCCCC1	-0.23	1271	1.9%	-0.32	-0.25	-0.053	-0.07	i	11	i	7%	5.1	2.3	6.6	-4	645	5%
Cc1cc2cc(CNS(=O)(=O)c3ccccc3)ccc2n1C	-0.68	826	0.5%	0.78	1.2	0.72	-0.67	i	5	i	10%	9.8	2.2	3.2	.	.	1%
COc1cc(C(=O)Nc2ccc3c(c2)CCN3C(C)=O)cc(OC)c1OC	0.27	1268	-2.5%	-0.25	0.46	-0.15	-0.96	i	42	i	4%	22*	39*	63*	-58	455	3%
O=C(O)c1cn(Cc2ccccc2)c2ccccc2c1=O	-0.01	1306	-0.7%	1.1	-0.34	0.14	0.15	i	1	i	5%	2.9	4.0	12	26	772	6%
NC(=O)c1ccc(F)cc1	.	.	.	-0.28	-0.23	-0.064	0.75	i	-19	i	7%	1.4	2.1	11	.	.	-4%
CCOC(=O)C1(Cc2ccccc2Cl)CCN(C(=O)CCn2ccnc2C)CC1	-0.7	1331	-1.8%	1.4	-0.053	1.1	-2	i	27	i	-1%	2.2	2.1	4.9	-34	656	5%
O=C(NCC1CCCO1)c1nc2c(nnn2Cc2ccc(F)cc2)c(=O)[nH]1 (centres undefined)	-0.19	1433	2.2%	-1.1	-0.22	-0.26	0.86	i	25	i	3%	3.4	2.1	8.1	.	.	2%
COc1ccccc1-c1nnc(SCC(=O)N2CCOCC2)n1-c1ccccc1	0.96	1377	-1.5%	-0.85	-0.25	-0.42	0.55	i	2	i	4%	3.6	1.9	2.7	.	.	-1%
CC(Sc1nnc(-c2ccco2)o1)C(=O)NCCC1=CCCCC1 (centres undefined)	0.26	1330	-1.0%	0.93	-0.044	0.4	-0.86	i	4	i	-3%	2.0	2.2	2.2	-15	685	12%
CCOC(=O)C1CCCN(C(=O)c2cn(CC)c(=O)c3cc(OC)c(OC)cc23)C1 (centres undefined)	0.26	1525	-0.6%	0.038	-0.12	0.044	0.97	i	2	i	7%	3.6	1.9	9.0	.	.	5%
COCCCN1C(=O)/C(=C\c2cccs2)C(C(=O)OC)=C1C	-0.93	1143	0.7%	-0.51	0.032	-0.45	-0.17	i	3	i	2%	1.0	2.0	3.0	-4	670	8%
CC(c1ccco1)N(C(=O)C12CC3CC(CC(C3)C1)C2)c1ccccn1 (centres undefined)	0.3	1289	1.1%	2.4	-0.12	1.5	-1.8	i	12	i	1%	3.7	1.7	2.3	.	.	4%
Cn1c(=O)c2c(nc(N3CCCCC3)n2C)n(C)c1=O	0.82	1551	-2.2%	-0.21	-0.28	-0.18	-0.081	i	62	i	-1%	4.7	2.3	15	-2	611	-2%
Cc1cc(C)cc(N2C(=O)CC(n3nc(C)cc3C)C2=O)c1 (centres undefined)	-0.01	825	1.0%	0.46	-0.24	0.48	1	i	-11	i	-7%	2.5	0.7	11	-1	746	5%
O=C(CCC1N=C2c3ccccc3N=C(SCc3ccc(Cl)cc3)N2C1=O)NCc1ccco1 (centres undefined)	-0.79	1175	-1.7%	0.46	-0.3	0.59	-0.44	i	-5	i	11%	3.8	1.7	11	.	.	6%

Quoted from the listing.
Entry of CC(Sc1nnc(-c2ccco2)o1)C(=O)NCCC1=CCCCC1 (centres undefined) in P. falciparum M1AAP: -3%
Entry of O=C(O)c1cn(Cc2ccccc2)c2ccccc2c1=O in Dynein transport cell count: 0.15

Continued.
compound	Insulin prom up	Insulin prom up cell count	CSM14.1 death rescue	Dynein transport	Dynein transport cytoplasmic EGFP	Dynein transport nuclear GR-EGFP	Dynein transport cell count	Autophagy HCS	Autophagy HCS cell loss 18 h	Yfh1-off respiration	P. falciparum M1AAP	MT stabilizer	MT stabilizer Hoechst-high %	MT stabilizer cytotoxicity %	Lipid droplet	Lipid droplet cells 6.5 µM	M17LAP inhibition
COc1ccc(C(=O)COC(=O)c2ccc(NC(C)=O)cc2)cc1[N+](=O)[O-]	0.86	1330	-1.4%	-0.53	-0.19	0.23	0.36	i	9	i	5%	2.8	2.6	5.6	.	.	1%
COc1ccccc1C1=NOC(COC(=O)c2ccc([N+](=O)[O-])cc2)C1 (centres undefined)	0.81	1096	.	0.83	-0.23	0.38	-0.36	.	.	i	-1%	.	.	.	-7	704	-5%
CCOc1ccc(C(=O)Nc2ccccc2-c2ccccc2)cc1Cl	-0.34	1507	-0.6%	-0.86	-0.069	-0.4	0.38	i	-5	i	0%	1.8	1.4	6.0	.	.	2%
CCOC(=O)CNC(=O)CSc1nnc(-c2ccco2)n1N	0	1170	2.5%	1.3	-0.21	0.94	-0.65	i	75	i	-4%	1.9	2.6	18	.	.	-3%
C=CCNC(=O)c1ccc(-c2cccc([N+](=O)[O-])c2)o1	-0.49	1534	1.2%	-0.5	-0.3	-0.24	0.9	i	10	i	0%	1.0	1.6	8.4	-6	621	-2%
CC(C)n1nnnc1SCC(=O)Nc1ccc2c(c1)OCCO2	-0.04	1022	.	-0.63	-0.77	-0.56	0.1	.	.	i	.	.	.	.	-18	671	.
COc1ccc(N2CCN(C(=O)CSc3nnnn3-c3ccc4c(c3)OCCO4)CC2)cc1	-2.2	1096	2.8%	-0.52	-0.21	-0.14	0.31	i	-12	i	10%	3.1	2.5	8.7	.	.	-10%
CCC(=NC1CC(C)(C)NC(C)(C)C1)C1=C(O)CC(C)(C)CC1=O	-0.06	1462	-0.2%	-0.49	-0.31	0.14	-0.1	i	-23	i	3%	2.0	1.3	5.7	.	.	16%
CCOC(=O)c1ccc(-c2ccc(/C=C(\C#N)C(=O)NCC3CCCO3)o2)cc1 (centres undefined)	0.53	1548	1.5%	0.58	0.45	1.1	-1.2	i	19	i	14%	2.5	1.4	5.8	.	.	-4%
O=C(COC(=O)c1c(Cl)ccc(Cl)c1Cl)NC1CCS(=O)(=O)C1 (centres undefined)	-0.22	1409	0.1%	-0.16	-0.33	-0.22	1	i	1	i	-3%	4.6	1.4	2.7	-7	699	-3%
O=C(O)Cc1ccc(NC(=O)c2cccs2)cc1	-0.28	1201	.	-0.3	-0.26	-0.12	0.71	i	1	i	2%	1.3	1.9	6.0	15	731	2%
CCN=C1SC(CC(=O)NC(C)c2ccccc2)C(=O)N1CC (centres undefined)	0.03	1520	0.3%	0.8	-0.39	0.05	0.54	i	-4	i	1%	2.6	1.5	7.0	-2	739	-6%
O=C1CC(c2ccccc2)CC(O)=C1C=NCc1ccco1 (centres undefined)	0.74	1298	-2.5%	-0.35	0.042	0.46	0.51	i	3	i	7%	3.3	1.4	9.9	-7	672	6%
CSCCC(NC(=O)c1ccccc1)C(=O)OCC(=O)Nc1ccc(C)c(Cl)c1 (centres undefined)	-0.22	750	-2.1%	-0.69	-0.0055	-0.0052	0.18	i	-5	i	3%	1.8	1.6	3.7	3	752	5%
O=C(c1ccccc1Oc1ccccc1)N1CCN(c2ccccc2)CC1	.	.	4.4%	-0.66	-0.23	-0.22	0.75	i	-10	i	8%	1.6	2.2	13	.	.	5%
COc1ccc(C(C(C(=O)c2cccs2)N2CCOCC2)N2CCOCC2)cc1OC (centres undefined)	0.12	1282	-3.1%	0.63	-0.23	0.81	1	i	-1	i	-2%	3.2	1.0	0.6	6	689	3%

Bioassay records deposited in PubChem BioAssay by several laboratories.
